High-throughput results deposited in PubChem by several laboratories.
Peg3 promoter: inhibitors of Peg3 promoter | HeLa PEG-Prom luciferase reporter, luminescence, overnight | inhibition, % at 20 µM | actives 1.7% (n = 360,000);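 active means inhibition of at least 50% at 20 µM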
NR2E3 ag-1: agonists of human nuclear receptor NR2E3; Q9Y5X4; GST-NR2E3/biotin-RetCOR TR-FRET, 1536-well; inhibition of corepressor binding, % at 4.78 µM; actives 0.12% (n = 320,000); AID 2300;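 active means percent inhibition above the cutoff of mean plus 3 SD of all tested compounds, set per screening campaign, cut at about 20% in these data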;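 further: 0% = DMSO wells and 100% = biotin wells as full block of FRET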
Target sequence (Q9Y5X4 whole entry, looked up): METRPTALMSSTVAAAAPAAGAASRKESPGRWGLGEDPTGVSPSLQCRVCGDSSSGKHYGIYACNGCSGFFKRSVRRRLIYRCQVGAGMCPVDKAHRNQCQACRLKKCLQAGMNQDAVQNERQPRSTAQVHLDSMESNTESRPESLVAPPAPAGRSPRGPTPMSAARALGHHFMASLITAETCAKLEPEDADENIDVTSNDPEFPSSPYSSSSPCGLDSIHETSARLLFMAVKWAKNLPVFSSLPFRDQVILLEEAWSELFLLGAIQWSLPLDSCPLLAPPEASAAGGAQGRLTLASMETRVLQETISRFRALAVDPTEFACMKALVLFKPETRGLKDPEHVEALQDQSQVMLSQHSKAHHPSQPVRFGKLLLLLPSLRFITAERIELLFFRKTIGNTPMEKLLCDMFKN
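Format: 1536-well format; test system: GST-NR2E3 and biotin-RetCOR proteins; read-out basis: percent inhibition of TR-FRET ratio; timing: 5 h incubation at 4 °C; detection: time-resolved FRET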
Vif imaging: blocks HIV Vif function. HEK293T cells, Vif self-association by quenched fluorescence, imaging, 24 h. inhibition, % at 7.49 µM. actives 0.35% (n = 340,000); in the data active means inhibition above about 50%, passing the limit was not always enough; further: some results filed as inactive read as strong as hits
KKLEB cytotox: CF airway cell cytotoxicity counter-screen | KKLEB CF airway cells viability, ATPlite luminescence, overnight; active compounds read low; cells stimulated with P. aeruginosa culture filtrate | activity change (cytotoxicity), % at 5 µM | actives 0.36% (n = 360,000) | AID 602141;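 active means corrected activity change at or below -50% at 5 µM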
MITF TRPM1 inh: inhibitors of MITF-driven TRPM1 promoter in melanoma cells. SK-MEL-5 TRPM1 promoter luciferase, 24 h. inhibition, % at 12.5 µM. actives 0.83% (n = 330,000). AID 488899;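 active means mean inhibition across replicates of 60% or more, whatever share of single replicates reaches that level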; further: values of inactives mirror those of a sister screen read the other way
Shn3 3UTR inh: Schnurri-3 reporter inhibition in Clone20 osteoblasts; Clone20 osteoblast Shn3 3'UTR firefly luciferase, 24 h; inhibition, % at 12.5 µM; actives 0.52% (n = 360,000); AID 588674;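 active means mean inhibition of at least 75% with every replicate also reaching 75%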;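 further: 0% = median of neutral control wells and 100% = pilot-screen positive control compound; some compounds past the cut are filed as inactive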
CaV13 FRET inh: Disruptors of the CACNA1D IQ motif to Ca2+-dependent inactivation inhibitor domain association, primary screening, Förster resonance energy transfer in intact living … | HEK cells, CFP/YFP FRET ICDI-IQ, plate reader, 10 min; percent FRET-ratio fall versus neutral wells | actives 0.098% (n = 340,000) | inhibition, % at 12.3 µM;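 active means mean replicate inhibition of at least 30% and at least 1% of replicates passing that level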;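 further: 0% = median of the neutral control wells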
PDI turbidity: blocks human protein disulfide isomerase activity; P07237; PDI insulin aggregation turbidity, A650, 90 min; inhibition, % at 10 µM; actives 0.052% (n = 350,000);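 active means mean inhibition across replicates of 30% or more, whatever share of single replicates reach that level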;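 further: absorbance from insulin aggregation driven by PDI reduction with DTT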
Target sequence (P07237 whole entry, looked up): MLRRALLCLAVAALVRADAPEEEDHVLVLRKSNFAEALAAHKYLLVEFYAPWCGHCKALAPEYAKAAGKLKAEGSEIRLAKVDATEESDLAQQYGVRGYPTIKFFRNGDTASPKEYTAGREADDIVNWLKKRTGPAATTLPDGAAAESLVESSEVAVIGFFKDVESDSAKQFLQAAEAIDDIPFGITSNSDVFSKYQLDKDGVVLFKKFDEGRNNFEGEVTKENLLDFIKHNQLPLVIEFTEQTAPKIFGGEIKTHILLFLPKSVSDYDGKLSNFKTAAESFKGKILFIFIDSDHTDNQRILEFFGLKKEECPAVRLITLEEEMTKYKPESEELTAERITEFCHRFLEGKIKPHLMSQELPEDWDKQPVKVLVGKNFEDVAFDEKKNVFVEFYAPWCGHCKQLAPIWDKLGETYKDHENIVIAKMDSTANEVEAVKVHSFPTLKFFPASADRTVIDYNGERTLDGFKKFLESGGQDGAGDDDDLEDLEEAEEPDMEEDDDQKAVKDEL
HIF-2a block: HIF-2a inhibition. 786-0 RCC cells HIF-2a reporter, luciferase luminescence, overnight. inhibition, % at 18.8 µM. actives 0.72% (n = 360,000);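 active means inhibition of the luminescence signal of 40% or more relative to plate controls, in a single-dose primary screen at 18.75 µM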
CF NFkB inh: cystic fibrosis NF-kB activation inhibition; KKLEB NF-kB-GFP reporter, PAF-induced, GFP fluorescence overnight; inhibition, % at 5 µM; actives 0.86% (n = 360,000);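 active means at least 50% inhibition at 5 µM, scaled per plate between neutral and stimulator controls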;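 further: PAF is a Pseudomonas aeruginosa culture filtrate used as stimulus; plate controls were PAF-stimulated DMSO wells for no effect and unstimulated DMSO wells for full effect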
NR2E3 ag-2: human photoreceptor-specific nuclear receptor agonism | AID 602229 | actives 0.35% (n = 360,000) | CHO-S Gal4-NCOR/VP16-NR2E3 two-hybrid, luciferase | inhibition of corepressor binding, % at 3.98 µM;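 active means inhibition above the mean of all tested compounds plus 3 SD, cut at about 70% in these data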;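 further: 0% = DMSO with NR2E3 transfected cells and 100% = cells lacking NR2E3 construct; higher means lower luciferase signal from less NR2E3 corepressor binding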
* hit, by the source's call; . = no result given.

SMILES	Peg3 promoter	NR2E3 ag-1	Vif imaging	KKLEB cytotox	MITF TRPM1 inh	Shn3 3UTR inh	CaV13 FRET inh	PDI turbidity	HIF-2a block	CF NFkB inh	NR2E3 ag-2
COC(=O)c1cccc(S(=O)(=O)N2CCC(n3nnc4cc(F)ccc43)CC2)c1	24	3	-4	8	0	17	-4	-3	4	-5	-5
COc1cccc(NC(=O)c2cccnc2)c1	-22	2	11	-5	-7	-16	-3	19	-48	-7	-7
CCn1c(SCc2nc3ccccc3c(=O)[nH]2)nnc1C(C)NC(=O)c1ccccc1F (configuration not stated)	7	5	-8	-3	2	12	-4	0	8	12	-1
CC(C)CNc1nc(S(=O)(=O)c2ccccc2)c(Cl)s1	10	-4	-4	2	8	13	5	-2	4	4	7
O=c1c2[nH]c3ccc(F)cc3c2ncn1CCCn1ccnc1	-2	1	-6	3	18	2	-4	-15	-3	-7	-5
CC(=O)c1ccc(NC(=O)C[n+]2cccc(C)c2)cc1	1	-4	1	-7	8	0	-21	2	6	1	1
COc1ccc(Nc2ncnc3c2cnn3Cc2ccc(C)cc2)cc1	12	-1	-2	-2	16	14	-3	-4	0	1	-23
Cc1occc1C(=O)O/N=C(\N)c1ccc(Cl)cc1	-218	-3	-4	6	-19	-31	0	0	-171	-5	11
COc1ccc(S(=O)(=O)N(Cc2ccccc2)c2ccccc2C(=O)N2CCOCC2)cc1	10	2	11	-2	7	-7	-3	17	2	2	-22
O=C(NC(Cc1ccc(F)cc1)C(=O)O)c1ccccc1 (configuration not stated)	7	-1	7	-3	11	-9	-2	-2	15	0	7

Arranged by count of non-hydrogen atoms (descending): some entries from above
SMILES	Peg3 promoter	NR2E3 ag-1	Vif imaging	KKLEB cytotox	MITF TRPM1 inh	Shn3 3UTR inh	CaV13 FRET inh	PDI turbidity	HIF-2a block	CF NFkB inh	NR2E3 ag-2
COc1ccc(S(=O)(=O)N(Cc2ccccc2)c2ccccc2C(=O)N2CCOCC2)cc1	10	2	11	-2	7	-7	-3	17	2	2	-22
COc1ccc(Nc2ncnc3c2cnn3Cc2ccc(C)cc2)cc1	12	-1	-2	-2	16	14	-3	-4	0	1	-23
O=c1c2[nH]c3ccc(F)cc3c2ncn1CCCn1ccnc1	-2	1	-6	3	18	2	-4	-15	-3	-7	-5
O=C(NC(Cc1ccc(F)cc1)C(=O)O)c1ccccc1 (configuration not stated)	7	-1	7	-3	11	-9	-2	-2	15	0	7
CC(C)CNc1nc(S(=O)(=O)c2ccccc2)c(Cl)s1	10	-4	-4	2	8	13	5	-2	4	4	7
Cc1occc1C(=O)O/N=C(\N)c1ccc(Cl)cc1	-218	-3	-4	6	-19	-31	0	0	-171	-5	11
COc1cccc(NC(=O)c2cccnc2)c1	-22	2	11	-5	-7	-16	-3	19	-48	-7	-7

Next section.
SMILES	Peg3 promoter	NR2E3 ag-1	Vif imaging	KKLEB cytotox	MITF TRPM1 inh	Shn3 3UTR inh	CaV13 FRET inh	PDI turbidity	HIF-2a block	CF NFkB inh	NR2E3 ag-2
Cc1cc(C)cc(C(=O)N2CC(C)SC2=Nc2cccc(S(=O)(=O)N(C)C)c2)c1 (configuration not stated)	40	-3	4	-7	3	16	-4	-38	12	13	1
O=C(Nc1ccc2ncccc2c1)c1ccccc1Br	-285	1	2	-14	-74	-131	.	7	-314	26	-48
O=C(Nc1ccncc1)Nc1ccccn1	-40	4	-5	4	-23	-13	-5	8	-29	7	23
CN(C(=O)c1ccc(NC(=O)Cc2ccc(NC(=O)C3CCCN(C(=O)C4CC4)C3)cc2)cc1)C1CCCC1 (configuration not stated)	-8	.	-11	-13	-4	-2	-5	-1	3	3	-15
COc1ccc(C(C)=O)cc1CC(=O)Nc1ccccc1-c1ccccc1	2	1	-3	0	3	5	-4	-6	13	-6	-2
CCOC(=O)N1CCC(NC(=O)CSCc2nc(-c3ccc(OC)cc3)oc2C)CC1	-3	-1	1	12	-2	23	-2	-10	0	-5	13
Cc1c(NS(=O)(=O)c2ccc3c(c2)c(=O)n(C)c(=O)n3C)c(=O)n(-c2ccccc2)n1C	10	-6	0	4	-1	-1	-5	15	22	3	-23
COc1cc(-c2cc(NC(C)=O)c3ncc(-c4ccc(C(C)=O)cc4)n3c2)cc(OC)c1OC	48	.	5	-4	.	-9	-5	-1	-27	-19	1
CC1CCCN(C(=O)c2ccc3c(c2)C(=O)N(CCC2=CCCCC2)C3=O)C1 (configuration not stated)	-14	2	1	-5	14	-1	-6	11	2	10	-10
COc1cccc(S(=O)(=O)Nc2ccc(C(=O)N3CCOCC3)cc2)c1	-2	-2	9	15	0	7	-8	11	-3	-7	-3
CN(CC(=O)Nc1ccccc1Cl)C(=O)CSc1nncn1C	4	-2	-15	-1	7	-26	-5	-5	3	18	4
COc1ccc(C2=CSC3=C(C(=O)c4cccc(S(=O)(=O)N(C)C)c4)CCN23)cc1	-2	-3	-14	-27	17	21	-5	3	1	-12	-7
Cc1cc(NC(=O)CSc2nnc(C(C)N(C)C)n2Cc2ccccc2)no1 (configuration not stated)	14	1	-2	5	8	14	-5	-3	4	-19	5
COc1cccc(N/C(SCc2ccccc2F)=C(/C#N)C(=O)NCc2cccs2)c1	12	-2	-13	-17	0	-3	-7	12	16	7	-27
COc1ccc(/C=N/NC(=O)CCn2cnc(-c3ccccc3)c2-c2ccccc2)cc1	30	-1	3	-19	-2	-7	-5	-14	27	44	-11
COC(=O)c1ccc2c(=O)[nH]c(COC(=O)c3c(-c4ccccc4)noc3C)nc2c1	2	0	1	-16	-7	-4	-4	1	11	-7	16
O=C(COc1ccc(S(=O)(=O)N2CCOCC2)cc1Cl)N1CCCC1	8	0	-5	-2	3	-1	-4	-2	7	9	-2
COc1ccc(C)cc1NC(=O)NC1CCCCCCC1	1	.	-3	-8	-5	26	-10	-6	-15	12	10
Cc1[nH]nc(C(F)(F)F)c1N=NN1CCOCC1	23	.	4	2	20	12	-5	2	18	-24	23
Cc1ccc(CN(C)C(=O)c2ccc3c(c2)NC(=O)CS3)o1	9	-3	-5	6	6	-9	-5	-1	2	15	4
COc1ccc(S(=O)(=O)N(CC(=O)NC2CCCCC2)c2ccc(F)cc2)cc1	10	0	11	6	0	8	.	17	21	11	1
O=C(CSc1cn(CCNC(=O)c2ccccc2F)c2ccccc12)NCC1CCCO1 (configuration not stated)	8	2	-6	-11	-4	8	-12	5	11	39	-15
O=S(=O)(c1ccc(NC(=S)N2CCOCC2)cc1)N1CCCCC1	22	.	-4	0	.	0	-5	-4	7	-32	-3
Cc1ccc(OCC(=O)N/N=C\c2ccncc2)c(C)c1	11	3	-6	-12	3	-13	-4	12	-1	6	8
Cc1nnc(NC(=O)c2cc3n(n2)C(C(F)(F)F)CC(C2CC2)N3)s1 (configuration not stated)	8	1	9	6	14	-4	.	0	6	10	7
O=C(CSc1nnc(-c2ccco2)o1)N1c2ccccc2CCc2ccccc21	13	0	5	20	6	40	.	6	23	-4	-14
C=CCn1c(SCC(=O)NCC2CCCO2)nnc1-c1ccccc1 (configuration not stated)	9	-1	-3	2	6	0	0	-1	17	3	-36
Nc1ncn(-c2ncc(C(F)(F)F)cc2Cl)n1	0	0	-8	4	6	27	-12	7	5	5	3
COC(=O)c1ccc2c(c1)NC(=O)C(N1CCOCC1)S2 (configuration not stated)	-12	4	.	5	7	-48	-5	-2	5	1	-7
O=C(COC(=O)/C=C/c1ccccc1)NCCC1=CCCCC1	-6	4	4	16	-10	17	-3	22	1	-12	1

Of the compounds above, these contain a furan ring, fused or not.
SMILES	Peg3 promoter	NR2E3 ag-1	Vif imaging	KKLEB cytotox	MITF TRPM1 inh	Shn3 3UTR inh	CaV13 FRET inh	PDI turbidity	HIF-2a block	CF NFkB inh	NR2E3 ag-2
Cc1occc1C(=O)O/N=C(\N)c1ccc(Cl)cc1	-218	-3	-4	6	-19	-31	0	0	-171	-5	11
Cc1ccc(CN(C)C(=O)c2ccc3c(c2)NC(=O)CS3)o1	9	-3	-5	6	6	-9	-5	-1	2	15	4
O=C(CSc1nnc(-c2ccco2)o1)N1c2ccccc2CCc2ccccc21	13	0	5	20	6	40	.	6	23	-4	-14

The results go on:
SMILES	Peg3 promoter	NR2E3 ag-1	Vif imaging	KKLEB cytotox	MITF TRPM1 inh	Shn3 3UTR inh	CaV13 FRET inh	PDI turbidity	HIF-2a block	CF NFkB inh	NR2E3 ag-2
O=C1c2cccc3cccc(c23)C(=O)N1CCc1ccccc1	-186	4	-5	-5	-33	-84	-9	-2	-241	-42	-94
COc1ccc(CNC(=O)CN2CCN(C(c3ccccc3)c3ccccc3)CC2)cc1	12	1	-4	8	4	20	-4	-1	16	-1	-1
O=C(COc1ccccc1F)N/N=C1\CCCc2ccccc21	-281	0	0	23	-67	-58	-5	0	-220	-28	-47
O=C(NCCc1ccccc1)c1cccc(S(=O)(=O)N2CCCCC2)c1	-66	1	.	-3	-21	-19	.	4	-67	13	-6
C=CCOc1ccc(NC(=O)C2CC(=O)N(C(C)C)C2)cc1 (configuration not stated)	-5	0	-2	3	2	2	-4	-2	-2	-8	14
CCCC(C)C(=O)Nc1nc(C)c(-c2csc(Nc3cc(OC)ccc3OC)n2)s1 (configuration not stated)	11	0	2	-2	-8	61	-7	1	21	37	7
COc1ccc(C(C)NC(=S)NCc2ccc(F)cc2)cc1 (configuration not stated)	10	-2	.	5	8	-1	.	-19	6	18	0
CC1=C(C(=O)Nc2ccc(F)cc2)C(c2ccncc2)C2=C(CCCC2=O)N1 (configuration not stated)	6	5	10	1	-1	8	-4	-4	27	7	23
Cc1cc(C)n2nc(C(=O)N3CCCC(CNS(=O)(=O)c4cccs4)C3)cc2n1 (configuration not stated)	9	-1	0	-12	8	6	2	-6	4	18	4
O=C(Cc1cccs1)NCCS(=O)(=O)N1CCN(c2ccccc2)CC1	5	.	-2	-12	.	-16	-12	2	10	23	-2
COc1cc(CN2CCCC(N3CCN(c4ccc(F)cc4)CC3)C2)ccc1F (configuration not stated)	3	2	24	0	-16	-1	-18	-1	0	-10	-14
